Bioassay records deposited in PubChem by National Center for Advancing Translational Sciences (NCATS).
HepG2 tox: HepG2 cytotoxicity, counter-screen for TGF-b inhibitors | 410,000 compounds, 0.76% hits | Potency, µM (top dose mostly 46.1 µM), inactives show at the highest dose activity change, negative = cytotoxicity, usual class: cytotoxic | HepG2 CAGA-GFP viability, ATP luminescence, 18 h | AID 588856; also: potency is read from the fitted curve at half-maximal effect; some results filed as inactive show a strong effect at the top dose
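HepG2 CAGA-GFP cells (1000/well, DMEM with 1% FBS) received compound, then TGF-beta at 500 pg/mL final, and were incubated 18 hours at 37 degrees C. Viability was read by CellTiter-Glo luminescence. Media-only wells were set as complete cell-killing and DMSO as no toxicity.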
EPAC2 agonist: activates human EPAC2 exchange factor | Q8WZA2 | EPAC2 activation, biochemical qHTS; response scale: 100% = 6.5 mM cAMP response | Potency, µM (titrated, usually from 154 µM), for inactives: at the highest dose activation, actives largely listed as activators | 360,000 compounds, 0.079% hits | AID 720711; also: potency is read from the fitted curve at half-maximal effect; nearly all actives have a fitted effect of over 50% in size
Target sequence (Q8WZA2 whole entry, looked up): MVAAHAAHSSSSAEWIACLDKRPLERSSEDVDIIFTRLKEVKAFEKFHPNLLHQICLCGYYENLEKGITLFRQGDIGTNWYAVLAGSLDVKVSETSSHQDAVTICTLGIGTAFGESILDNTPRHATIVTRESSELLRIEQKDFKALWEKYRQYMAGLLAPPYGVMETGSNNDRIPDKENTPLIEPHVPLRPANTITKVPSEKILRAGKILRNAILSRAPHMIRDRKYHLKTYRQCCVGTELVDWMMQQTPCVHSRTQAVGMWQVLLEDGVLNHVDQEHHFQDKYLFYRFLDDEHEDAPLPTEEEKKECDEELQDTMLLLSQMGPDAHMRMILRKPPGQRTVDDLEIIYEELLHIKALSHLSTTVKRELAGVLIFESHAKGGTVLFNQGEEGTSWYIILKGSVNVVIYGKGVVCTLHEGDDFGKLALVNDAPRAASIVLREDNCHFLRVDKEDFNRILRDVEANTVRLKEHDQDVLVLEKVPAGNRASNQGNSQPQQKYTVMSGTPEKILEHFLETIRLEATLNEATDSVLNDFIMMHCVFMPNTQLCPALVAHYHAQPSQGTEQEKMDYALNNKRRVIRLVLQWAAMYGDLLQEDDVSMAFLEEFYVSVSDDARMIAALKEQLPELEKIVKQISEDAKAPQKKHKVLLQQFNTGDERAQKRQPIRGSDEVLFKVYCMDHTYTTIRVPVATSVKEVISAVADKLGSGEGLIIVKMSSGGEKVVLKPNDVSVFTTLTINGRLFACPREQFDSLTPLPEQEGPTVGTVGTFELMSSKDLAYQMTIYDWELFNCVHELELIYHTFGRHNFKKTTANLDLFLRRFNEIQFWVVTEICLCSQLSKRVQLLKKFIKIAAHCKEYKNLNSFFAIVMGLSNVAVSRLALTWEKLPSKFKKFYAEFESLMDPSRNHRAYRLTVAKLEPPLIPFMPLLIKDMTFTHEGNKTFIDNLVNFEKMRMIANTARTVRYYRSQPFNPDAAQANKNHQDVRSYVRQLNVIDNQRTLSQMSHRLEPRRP
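Compounds were added across a concentration range to EPAC2 (100 nM), RAP1B-BODIPY-GDP (250 nM) and GDP (50 uM). After 5 min at room temperature, fluorescence was recorded at 5-min intervals for 30 min.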
IL-2 act: IL-2 activation | IL-2 activation reporter assay, cell-based qHTS; stimulated with anti-CD3/CD4/CD28 beads; in transgenic mouse T cells | activation, % (series mostly up to about 46 µM) | 360,000 compounds, 0.065% hits; in the data active = activation above about 50%; inconclusive = mostly about 30% to 49%; also: 0% is about no effect
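Unstimulated transgenic mouse T cells preincubated 60 min with compound, then stimulated with anti-CD3/anti-CD4-coated beads plus anti-CD28 for 18 h at 37 degrees C. IL-2 response read as EGFP and DsRed fluorescence by plate cytometry.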
TGFb inhibitor: inhibitors of TGF-b signaling; HepG2 CAGA-GFP TGF-b/SMAD3 reporter, GFP fluorescence, 18 h; TGF-beta stimulated, 500 pg/mL final; Potency, µM (doses to about 46.1 µM), for inactives: top-dose activity, negative = inhibition, hits mostly inhibitors; 410,000 compounds, 1.2% hits; AID 588855; also: potency is read from the fitted curve at half-maximal effect; % is scaled to controls: 0 for no effect and ±100 for the full control effect; nearly all actives have a fitted effect of over 65% in size
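GFP signal (ex488/em500-530) from TGF-beta-stimulated HEPG2 CAGA-GFP cells, 500 pg/mL final, 18 h at 37 degrees C in DMEM plus 1% FBS, normalized to unstimulated and DMSO-stimulated controls.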
Nrf2 inh: inhibitors of Nrf2 signaling; A549 ARE-Fluc reporter, luciferase luminescence, 18-24 h; Potency, µM (series often up to 46 µM), for the others: at the highest dose activity change, negative = inhibition, usual class: inhibitors; 360,000 compounds, 2.1% hits; AID 504444; also: potency is read from the fitted curve at half-maximal effect; % is scaled to controls: 0 for no effect and ±100 for the full control effect; nearly all actives have a fitted effect of over 60% in size
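Reporter: ARE-Fluc in A549. Exposure: 18-24 h, 37 °C, 5% CO2, 5% FBS OPTI-MEM. Readouts: fluorescent cytotoxicity (CellTiter-Fluor), then luminescent Nrf2 signal after BugLite.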
Nrf2 ARE act: activators of Nrf2 (ARE) signaling; AREc32 ARE-luciferase reporter (MCF7-derived line), luminescence, 24 h; Potency, µM (titrated, usually from 46.1 µM), inactives show at the highest dose activation, usual class: activators; 410,000 compounds, 0.31% hits; AID 624171; also: potency is read from the fitted curve at half-maximal effect; % of control where 0% means no effect; nearly all actives have a fitted effect of over 65% in size
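Steps: seed AREc32_Fluc cells (1000/well, 5% FBS OPTI-MEM); incubate overnight at 37 deg C; add 23 nL compound; incubate 24 hr; add Steady-Glo; hold 30 min RT; read luminescence.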
S2 tox: viability counter-screen for ATXN expression inhibitors; S2 cells (HEK-293 line with an ATXN2-luciferase reporter) viability, CellTiter-Fluor protease fluorescence, 24 h; Potency, µM (doses to about 56.7 µM), actives largely listed as cytotoxic; 400,000 compounds, 0.49% hits; also: potency is read from the fitted curve at half-maximal effect; nearly all actives have a fitted effect of over 40% in size
ATXN2 expr inh: ATXN2 expression inhibition; Potency, µM (doses to about 57 µM), inactives show at the top dose activity change, negative = inhibition, hits mostly inhibitors; HEK-293 ATXN2-luciferase reporter, luminescence, 24 h; AID 1745845; 360,000 compounds, 0.72% hits; also: potency is read from the fitted curve at half-maximal effect; % is scaled to controls: 0 for no effect and ±100 for the full control effect; nearly all actives have a fitted effect of over 55% in size
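qHTS (up to 57 uM final) was run with 24 h compound exposure of reporter cells at 37 °C. Each well was multiplexed: SteadyGlo luminescence measured ATXN2-luciferase expression after a fluorogenic Gly-Phe-AFC viability readout (25 uM final).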
A549 tox: counter-screen for Nrf2 inhibitors: cytotoxicity in A549 cells; AID 504648; Potency, µM (top dose mostly 46 µM), for inactives: at the top dose activity change, negative = cytotoxicity, usual class: inhibitors; 390,000 compounds, 0.16% hits; A549 ARE-Fluc cells, CellTiter-Fluor viability, 18-24 h; also: potency is read from the fitted curve at half-maximal effect; % is scaled to controls: 0 for no effect and ±100 for the full control effect
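A549 ARE_Fluc cells in 5% FBS OPTI-MEM were exposed to compounds in concentration-response for 18-24 h at 37 deg C. Viability was read by CellTiter-Fluor fluorescence (Ex 405/Em 525) after 30 min, before the luciferase read.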
* marks the source's active call; other numbers are inactive results; i = inactive; ? = inconclusive; . = no result given; [ ] = dose if it differs, or a comment. Unless noted, calls follow the shape of the dose curve; as a rule, active = well fitted curve in the direction sought with a large enough effect; inconclusive = small, poorly fitted or top-dose-only effect, or another doubt; inactive = no such curve, though single readings can be large; an effect the other way counts as inactive or inconclusive.

Fields – HepG2 tox, EPAC2 agonist, IL-2 act, TGFb inhibitor, Nrf2 inh, Nrf2 ARE act, S2 tox, ATXN2 expr inh, A549 tox
> CC(CS(=O)(=O)c1ccccc1[N+](=O)[O-])N1CCOCC1 (stereo not drawn)
    1.8%, 7.9%, -3.5, 1.3%, 15.5%, ?, i, 5.9%, -6.2%
> Cc1nc(-n2nc(C)c(Cc3ccc4c(c3)OCO4)c2C)sc1C(=O)Nc1ccc(Cl)cc1
    -13.1%, ., ., 13.6%, 24.5%, -0.5%, i, -9.0%, 10.6%
> Cc1ccc(NC2CCCCC2NS(=O)(=O)c2ccc(Cl)cc2)cc1 (stereo not drawn)
    -22.5%, -11.3%, -4.0, -19.7%, -3.2%, 0.0%, i, ., -11.9%
> CCNC(=O)C1(C)CCN(C(=O)c2c(-c3ccccc3)noc2C)C1 (stereo not drawn)
    1.7%, 10.2%, 0.3, -0.4%, ., 0.6%, i, 11.6%, .
> Cn1c(=O)c2cc(NC(=O)NCc3ccc(Cl)cc3Cl)ccc2n1Cc1ccccc1
    -24.7%, 2.5%, -0.9, -32.8%, ., 7.4%, i, -10.4%, .
> COCCCNCCCOc1ccc(Cl)cc1C(C)(C)C
    15.8µM*, 12.3%, -4.7, ?, -14.8%, 2.8%, ?, ?, 3.4%
> CC(C)C[C@H]1CN(CCCC[C@H]2CNC(=O)C(=O)N2CCc2ccccc2)C(=O)C(=O)N1CC1CCCCC1
    ., 6.3%, 2.3, ., ., 0.1%, i, 1.3%, .
> Fc1ccc(-c2nnc(-c3ccc(F)cc3)o2)cc1
    -36.9%, 10.6%, 0.9, -7.8%, ?, 7.5%, i, 26.7%, 6.1%
> Cc1ccc(-n2ncc(C(=O)NCCCN3CCN(C)CC3)c2C2CCN(C(=O)OC(C)(C)C)CC2)c(C)c1
    -27.5%, ., ., -4.6%, 6.2%, 0.6%, ?, -13.4%, 0.1%
> C[C@H](CO)N1C[C@H](C)[C@@H](CN(C)C(=O)Nc2ccc3c(c2)OCO3)Oc2ccc(NS(=O)(=O)c3ccccc3)cc2C1=O
    27.8%, -7.4%, -1.1, -6.4%, -0.5%, 1.2%, i, 6.1%, -3.1%
> COc1cc(OC)c(NC2c3ccccc3C(=O)N2c2cc(C)ccn2)cc1Cl (stereo not drawn)
    -27.8%, 13.9%, -2.6, -7.8%, 3.7%, -0.4%, i, -5.6%, -14.4%
> Cn1c(=O)n(Cc2ccccc2)c2ccccc21
    -20.6%, 7.2%, 3.7, -4.4%, 3.6%, -0.8%, i, -7.1%, -1.3%
> NS(=O)(=O)c1ccc(N2C(=O)CCCC2=O)cc1
    -17.6%, 7.1%, -0.2, -3.2%, ., -0.4%, i, ., .
> COc1cc(NC(=O)N(Cc2ccco2)C2CCN(C(C)=O)CC2)cc(OC)c1OC
    -33.0%, ., ., -5.5%, ?, -0.1%, i, 10.4%, 11.4%
> O=C(c1ccc2c(c1)CCN2S(=O)(=O)c1ccccc1)N1CCN(c2ccccc2)CC1
    -6.2%, 0.7%, -1.8, ?, 3.2%, -0.1%, i, -18.1%, -4.0%
> CC(=O)N1N=C(c2cccc([N+](=O)[O-])c2)OC1c1ccc(Br)cc1 (stereo not drawn)
    -0.8%, 10.7%, -0.4, -8.5%, 9.0%, 4.0%, i, ., 0.8%
> COc1ccc2c(c1)C(=O)N(c1ccccc1)C(=O)C2
    10.9%, -1.0%, -2.8, 4.0%, 1.0%, 0.1%, i, -0.6%, -3.6%
> Cc1cccc(NC(=S)NCC2CCCO2)c1 (stereo not drawn)
    5.8%, 4.9%, -0.4, ?, 11.3%, -0.4%, i, 2.8%, 3.4%
> COc1cc2nc(CN3CCC(Cc4ccccc4)CC3)[nH]c(=O)c2cc1OC
    7.7%, 9.2%, 0.4, 24.1%, 7.2%, -0.2%, i, -14.4%, 1.0%
> CCCCOc1ccc(C(NC(=O)OCC)NC(=O)OCC)cc1
    2.9%, 23.8%, -0.4, -3.9%, -1.7%, 0.3%, i, 3.6%, -5.1%
> CSc1nnc(CNC(=O)C23CC4CC(CC(C4)C2)C3)n1Cc1ccccc1
    -1.2%, -4.4%, -1.3, 2.5%, 0.5%, -1.1%, i, -11.7%, -3.4%
> N#CCCN(C(=O)CO/N=C/c1cccc([N+](=O)[O-])c1)c1ccccc1
    -12.3%, 12.5%, -2.2, 7.1%, ?, 5.8%, i, -3.8%, -6.4%
> CCOc1cc(C2C(C(=O)Nc3ccc(OC)cc3)=C(C)Nc3nc(SC)nn32)ccc1O (stereo not drawn)
    -0.5%, ., ., 0.0%, 18.8%, 0.8%, ?, 0.0%, -7.9%
> CC1(C)CC(O)C(C(O)c2cccc([N+](=O)[O-])c2)C(C)(C)N1 (stereo not drawn)
    -0.9%, 10.5%, 0.0, 0.0%, -13.5%, -0.8%, i, -2.3%, 15.7%
> O=C1CN(CC(=O)NC(=O)NCc2ccccc2)CCN1
    6.9%, -4.8%, -0.3, 3.0%, 9.7%, 0.1%, i, -18.5%, -0.2%
> C=CCN1C=C/C(=C\C=C(C#N)C#N)c2ccccc21
    0.9%, -1.4%, -4.8, -17.0%, ?, 3.0%, ., -3.8%[11.3 µM], 18.4µM*
> COc1cc(OC)c(NC(=O)CC(C)S(=O)(=O)c2ccc3c(c2)NC(=O)CO3)cc1Cl (stereo not drawn)
    7.0%, ., ., -5.2%, -10.7%, 3.9%, i, -0.2%, -4.0%
> COc1cc(NC(=O)c2noc3c2CSc2ccccc2-3)cc(OC)c1OC
    -31.2%, ., ., -8.2%, ?, 0.6%, ., ., 20.3%
> Cc1nn(CC(=O)NCCCN2CCOCC2)c(C)c1[N+](=O)[O-]
    6.5%, -5.7%, 2.0, 4.3%, ., 0.1%, i, 20.7%, -0.8%
> COc1ccc(-c2c[n+]3c4n2CCCCC4=C(c2ccc(Br)cc2)C3)cc1
    -34.1%, 6.4%, -1.0, ?, ?, 4.3%, ?, ?, -13.4%
> CCN(CC)CCNC(=O)c1ccc(Cl)c(S(=O)(=O)N2CCCCCC2)c1
    -35.6%, 0.2%, -1.6, -12.6%, 19.8%, 0.0%, i, -0.9%, 4.4%
> CC(C)[C@H](NC(N)=O)C(=O)Nc1cccc([N+](=O)[O-])c1
    14.0%, 2.6%, -0.8, 0.631µM*, -7.0%, -0.8%, i, 11.3%, 5.3%
> COc1ccccc1CCNC(=O)C1CCC(=O)N(C2CCCCCC2)C1 (stereo not drawn)
    1.0%, 0.4%, -0.7, 2.9%, 15.3%, -0.8%, i, 3.8%, -7.2%
> CC1Cc2cc(S(=O)(=O)CCC(=O)Nc3cccc(F)c3)ccc2N1C(=O)C1CC1 (stereo not drawn)
    -6.3%, ., ., -17.7%, 3.3%, 0.4%, ., ., 3.0%
> CN(C)C(=O)c1c(C(F)(F)F)nn(C)c1Cl
    -3.6%, 2.3%, -0.1, -7.4%, -4.8%, 0.4%, ?, ?, -2.3%
> CC(CCc1ccccc1)NC(=O)CSc1n[nH]c(-c2ccccc2Cl)n1 (stereo not drawn)
    -24.8%, ., ., ?, ., -0.5%, ., ., 8.3%
> CCOc1cccc(CN2CCCC(N3CCN(c4cccc(Cl)c4)CC3)C2)c1O (stereo not drawn)
    -25.7%, 15.3%, -3.9, 11.6%, 11.1%, 0.1%, i, ?, 2.2%
> COc1cnn(-c2ccc(C)cc2)c(=O)c1Br
    -2.1%, 0.9%, -1.5, 4.1%, ?, 2.1%[9.22 µM], i, 27.2%, -0.9%
> CC(C)CN(C(=O)COC(=O)c1nc(Cl)ccc1Cl)c1c(N)n(Cc2ccccc2)c(=O)[nH]c1=O
    3.5%, 10.7%, 1.9, 4.1%, 3.7%, -0.1%, ?, 3.5%, -6.4%
> CCOC(=O)C1=C(N)n2c(s/c(=C\c3ccco3)c2=O)=C(C(=O)OCC)C1c1ccco1 (stereo not drawn)
    4.1%, 5.4%, 1.1, 8.9%, ?, 24.2%, i, -4.9%, ?
> CC1CCN(c2ccc(NC(=O)C3CCCN3S(=O)(=O)c3ccc(F)cc3)cc2)CC1 (stereo not drawn)
    -12.7%, -1.2%, 0.7, -29.0%, 0.7%, 0.3%, i, ?, -0.4%
> C/C=C\C=C/C(=O)Nc1cccc(C2=NOC3(C2)C[C@@H](C(N)=O)N(C(=O)COc2ccc(Cl)cc2)C3)c1 (stereo partly drawn)
    1.6%, 10.1%, -0.5, ?, 15.3%, 2.1%, i, -14.7%, 5.7%
> COc1cc(C(=O)OCC(=O)NCc2ccc(F)cc2)ccc1OCC(C)C
    -3.7%, -8.2%, -1.9, 3.0%, 1.9%, -0.8%, i, -18.4%, -3.5%

Compound profiles, as listed above. Order of values: HepG2 tox	EPAC2 agonist	IL-2 act	TGFb inhibitor	Nrf2 inh	Nrf2 ARE act	S2 tox	ATXN2 expr inh	A549 tox
Results for CC1Cc2cc(S(=O)(=O)CCC(=O)Nc3cccc(F)c3)ccc2N1C(=O)C1CC1 (stereo not drawn) = -6.3%	.	.	-17.7%	3.3%	0.4%	.	.	3.0%
Results for C/C=C\C=C/C(=O)Nc1cccc(C2=NOC3(C2)C[C@@H](C(N)=O)N(C(=O)COc2ccc(Cl)cc2)C3)c1 (stereo partly drawn) = 1.6%	10.1%	-0.5	?	15.3%	2.1%	i	-14.7%	5.7%
